GLD-1 TGE inh: GLD-1-TGE RNA interaction inhibition (C. elegans); Q17339; purified GLD-1 + fluorescein TGE RNA, fluorescence polarization; inhibition, % at 5.96 µM; 320,000 compounds, 0.44% hits;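 active = percent inhibition above a per-plate cutoff, the plate mean of test compounds plus 3 SD, cut at about 30% in these data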;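 note: 0% = DMSO wells with GLD-1 and probe and 100% = wells lacking GLD-1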
MCL1 BIM primary: MCL1-BIM-BH3 interaction inhibition (human) | Q07820 | GST-MCL1 / FITC-Bim-BH3 fluorescence polarization | inhibition, % at 10.9 µM | 320,000 compounds, 0.68% hits;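 active = inhibition above the mean inhibition of all tested compounds plus 3 SD, set per campaign, cut at about 40% in these data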;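 note: 0% = DMSO wells and 100% = unlabeled Bim-BH3 peptide control; higher means more loss of mP so more displacement of Bim peptide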
Target sequence (Q07820 whole entry, looked up): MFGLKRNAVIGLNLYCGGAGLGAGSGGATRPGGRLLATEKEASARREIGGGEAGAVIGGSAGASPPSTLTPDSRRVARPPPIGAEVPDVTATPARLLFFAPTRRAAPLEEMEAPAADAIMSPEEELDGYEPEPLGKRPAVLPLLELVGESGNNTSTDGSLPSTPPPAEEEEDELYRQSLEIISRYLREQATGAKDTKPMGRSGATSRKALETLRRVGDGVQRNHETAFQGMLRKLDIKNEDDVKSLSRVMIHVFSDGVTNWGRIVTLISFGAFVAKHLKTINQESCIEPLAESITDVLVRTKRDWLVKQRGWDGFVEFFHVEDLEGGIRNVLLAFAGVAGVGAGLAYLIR
MEX-5 binding: C. elegans MEX-5 TCR-2 RNA binding activity | Q9XUB2 | MEX-5/FITC-TCR2 RNA binding, fluorescence polarization; active compounds read low | activity score (negative = inhibition of binding), % at 10 µM | 300,000 compounds, 0.38% hits | AID 1832;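 active = inhibition past about -25% in most replicates, and total fluorescence under double the plate's negative control median, limit read from the data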;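 note: 0% = DMSO and -100% = 5 µM competing unlabeled TCR2 RNA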
AHR act: activators of human aryl hydrocarbon receptor. P35869. AHR-responsive luciferase reporter cells, luminescence. activation, % at 5 µM. 320,000 compounds, 2.5% hits; in the data active = activation above about 47%;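 note: 0% = vehicle wells and 100% = reference agonist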
PME-1 primary: blocks human protein phosphatase methylesterase 1. Q9Y570. recombinant PME-1, FP-Rh probe fluorescence polarization. inhibition, % at 5.9 µM. 320,000 compounds, 0.53% hits. AID 2130;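 active = inhibition above the campaign mean of all compounds plus 3 SD, cut at about 26% in these data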;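 note: competitive labeling of PME-1 active site by serine hydrolase directed probe; 0% = PME-1 with DMSO and 100% = wells lacking PME-1 enzyme; inhibitors block probe labeling so polarization falls and inhibition rises; many of its hits are not listed in these tables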
pPAFAH FP inh: pPAFAH (human) enzyme inhibition; 330,000 compounds, 1.5% hits; inhibition, % at 3.39 µM; Q13093; recombinant pPAFAH, FP-rhodamine probe fluorescence polarization;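 active = inhibition above the mean inhibition across the screen plus 3 SD, cut at about 25% in these data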;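 note: inhibitors block binding of the rhodamine activity-based probe so polarization drops; 0% = enzyme with DMSO and 100% = wells lacking pPAFAH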
Target sequence (Q13093 whole entry, looked up): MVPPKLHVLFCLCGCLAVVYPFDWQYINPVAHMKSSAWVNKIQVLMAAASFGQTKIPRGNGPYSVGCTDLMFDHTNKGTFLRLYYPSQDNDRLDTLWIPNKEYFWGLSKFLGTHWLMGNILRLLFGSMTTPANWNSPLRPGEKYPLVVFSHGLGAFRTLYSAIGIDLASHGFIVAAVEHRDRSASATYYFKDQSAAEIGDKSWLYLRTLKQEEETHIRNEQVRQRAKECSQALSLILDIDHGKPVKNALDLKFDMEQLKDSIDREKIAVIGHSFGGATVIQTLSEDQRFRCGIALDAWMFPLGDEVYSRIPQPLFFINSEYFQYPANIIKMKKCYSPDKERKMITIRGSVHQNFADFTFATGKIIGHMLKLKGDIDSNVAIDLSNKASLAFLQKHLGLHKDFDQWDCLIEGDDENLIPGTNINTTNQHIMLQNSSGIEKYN
Bcl-xL primary: inhibitors of human Bcl-xL. 320,000 compounds, 0.7% hits. GST-Bcl-xL / FITC-Bim BH3 peptide fluorescence polarization. AID 2129. Q07817. inhibition, % at 10.9 µM;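 active = inhibition above the mean of all tested compounds plus 3 SD, cutoff set per campaign, cut at about 30% in these data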;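 note: 0% = DMSO wells and 100% = unlabeled Bim-BH3 peptide competitor; inhibitors lower millipolarization by displacing the labeled peptide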
Target sequence (Q07817 whole entry, looked up): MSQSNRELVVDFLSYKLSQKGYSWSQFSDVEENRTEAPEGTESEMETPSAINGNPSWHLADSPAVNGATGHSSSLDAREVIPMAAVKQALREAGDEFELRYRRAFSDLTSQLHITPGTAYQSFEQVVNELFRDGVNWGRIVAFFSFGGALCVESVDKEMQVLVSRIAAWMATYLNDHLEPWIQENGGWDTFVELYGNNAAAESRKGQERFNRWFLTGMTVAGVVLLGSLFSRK
Fam108B counter: counter-screen for RBBP9 inhibitors: inhibitors of mouse Fam108B. recombinant Fam108B, FP-Rh probe fluorescence polarization. inhibition, % at 9.51 µM. 300,000 compounds, 0.33% hits;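 active = inhibition above the screen mean inhibition plus 3 SD, computed separately per campaign, cut at about 18% in these data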;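 note: inhibitors lower polarization as less probe binds the enzyme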
PAFAH1B2 FP inh: PAFAH1B2 (human) inhibition; P68402; recombinant PAFAH1B2, FP-rhodamine activity probe, fluorescence polarization; inhibition, % at 3.39 µM; 340,000 compounds, 1.2% hits;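 active = inhibition above the mean of all tested compounds plus 3 SD, cut at about 24% in these data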;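 note: 0% = enzyme with DMSO and 100% = wells lacking PAFAH1B2; many of its hits are not listed in these tables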
Starred values were filed as active, the others as inactive; x = not tested or not shown. The list is partial; count on the stated rates, not on these rows.

SMILES	GLD-1 TGE inh	MCL1 BIM primary	MEX-5 binding	AHR act	PME-1 primary	pPAFAH FP inh	Bcl-xL primary	Fam108B counter	PAFAH1B2 FP inh
Cc1ccc(N2CC(NS(=O)(=O)c3cc(F)ccc3F)CC2=O)cc1C (stereo not given)	-10	0	-0.9	2	0	0	-4	1	-2
CCCc1nc(SCc2ccccc2Cl)n[nH]1	4	2	1.2	-4	-8	-2	5	3	4
COCCNC(=O)c1c(NC(=O)c2nc(SC)ncc2Cl)sc2c1CCCC2	0	3	0.6	4	-2	0	0	4	2
COc1ccccc1N1CCN(CC(=O)Nc2ccc(CN3CCCCC3)cc2)CC1	-1	5	-0.9	0	-1	3	10	1	-3
Cc1ccc(Cl)cc1NC(=O)c1ccccc1OCC(=O)N1CCOCC1	7	63*	-0.2	5	3	-7	-4	6	-3
CC(C)c1ccc(/C=N/NC(=O)c2nnn(-c3nonc3N)c2CN2CCOCC2)cc1	0	6	0.2	3	-5	2	9	0	0
FC(F)(Cl)c1nnc2ccc(Sc3ccccn3)nn12	5	-4	-0.5	3	-9	1	4	4	6
CC1CCN(c2nnc(-c3ccccc3)c3ccccc23)CC1	3	0	0.2	1	-3	4	3	-4	4
O=C(CN1CCN(S(=O)(=O)c2ccc(F)cc2)CC1)Nc1cc(C(F)(F)F)ccc1Cl	1	-6	-1.9	-5	-5	1	-4	-1	0
Cc1cccc(NC(=O)Nc2ccc(OCc3ccccc3)cc2)n1	-8	-3	1.6	4	2	2	2	1	4
CN1CCN(c2nc(C#N)cc(-c3ccccc3)n2)CC1	7	3	-1.0	29	1	7	1	0	-1
O=C(NCCO)c1ccc2c3n(nc2c1)-c1ccc(Cl)cc1CO3	6	1	1.4	2	-5	1	1	-3	2
Cc1ccc(N2CC(C(=O)NCCC(C)C)CC2=O)cc1 (stereo not given)	8	8	-1.3	6	-2	7	6	-6	1
CC(=O)Nc1nc2ccc(S(=O)(=O)N3CCCC3)cc2s1	1	6	0.2	13	0	-2	0	-3	4
Cc1ccsc1CN(C)CC(=O)NCC(=O)Nc1ccc(F)cc1	8	1	x	11	-4	-2	3	x	2

MCL1 BIM primary: hit marks shown above
SMILES | GLD-1 TGE inh | MCL1 BIM primary | MEX-5 binding | AHR act | PME-1 primary | pPAFAH FP inh | Bcl-xL primary | PAFAH1B2 FP inh
Cc1ccc(Cl)cc1NC(=O)c1ccccc1OCC(=O)N1CCOCC1 | 7 | 63* | -0.2 | 5 | 3 | -7 | -4 | -3

Additional records follow:
SMILES	GLD-1 TGE inh	MCL1 BIM primary	MEX-5 binding	AHR act	PME-1 primary	pPAFAH FP inh	Bcl-xL primary	Fam108B counter	PAFAH1B2 FP inh
COc1ccc(C(C)=O)cc1CN1C(=O)NC2(CCCCC2C)C1=O (stereo not given)	2	-18	-2.2	3	-2	3	1	-2	5
Cc1occc1C(=O)NC(C)C12CC3CC(CC(C3)C1)C2 (stereo not given)	-11	-5	5.5	0	-6	0	-3	-2	22
CCCCn1c(N)c(N(CCOC)C(=O)COc2ccc(OCC)cc2)c(=O)[nH]c1=O	5	-5	-2.0	0	-7	6	4	1	-2
CN(C)S(=O)(=O)c1ccc(NC(=O)CN2CCN(c3ccccn3)CC2)cc1	3	-7	0.8	-1	-2	6	-3	1	2
N#Cc1cc(Oc2ccc(Cl)cc2)c(N2CCOCC2)cc1C#N	7	-3	0.7	-1	-2	-2	2	4	0
CC1(C)CC(=O)C(N=Nc2c(Cl)cc(Cl)cc2Cl)=C(O)C1	6	2	-0.5	3	-1	-3	1	2	0
CN(C(=O)c1cc(COc2c(F)cccc2F)on1)C1CCOC1 (stereo not given)	5	-1	-0.5	2	6	-3	-1	-2	3
COCc1cc(=O)c2ccccc2o1	1	x	x	5	x	4	x	x	2
COc1ccc(CN2CC(C(=O)NCCN3CCOCC3)CC2=O)cc1 (stereo not given)	0	5	-0.6	-1	-7	3	7	-3	1
O=C(O)CSC(C(=O)Nc1ccc(C(F)(F)F)cc1)c1ccccc1 (stereo not given)	-5	1	-2.3	14	-6	7	5	-1	10
O=S(=O)(c1cccs1)N1CCN(Cc2nc3ccccc3s2)CC1	2	5	1.2	14	5	3	-1	1	0
O=C(C1CCCN(Cc2ccc([N+](=O)[O-])cc2)C1)N1CCCCC1 (stereo not given)	-8	7	1.4	-1	1	4	0	0	8
COc1ccc(C(=O)N2CCN(Cc3ccc4c(c3)OCO4)CC2)cc1OC	6	0	0.5	1	-9	5	4	0	2
CCOc1ccc(/C(O)=C2/C(=O)C(=O)N(c3ccccn3)C2c2ccc(F)cc2)c(C)c1 (stereo not given)	-2	1	0.7	-1	0	6	2	5	7
COc1ccc(N2CCN(C(=O)CSc3nnc4c(C)cc5ccccc5n34)CC2)cc1	4	13	1.7	2	2	0	7	4	2
O=C(NC1CCCCC1)c1cc(F)cc2c1OCOC2	5	2	1.1	-2	7	-5	9	-1	0
CC(C)C[C@@H](CSc1ccc(Br)cc1)N1CCN(CCc2ccccc2)CCC1=O	-6	5	3.7	3	1	8	0	3	4
CC(C)(C)c1nc(C(C)(C)C)c(Br)c(=O)[nH]1	5	1	-0.1	-1	3	1	12	6	8
CCN1C(=O)c2ccccc2Sc2ccc(C(=O)O)cc21	-2	-5	-0.5	0	-3	0	-4	4	11
Cc1ccccc1NC(=S)NCC(c1cccnc1)N(C)C (stereo not given)	-7	15	0.4	-2	0	3	5	-4	1
CCc1nc(SCC(=O)Nc2ccnc3ccccc23)n[nH]1	4	4	-1.2	0	3	2	6	-2	5
O=C(NCCc1ccccc1)c1c(O)c2ccccc2[nH]c1=O	2	-1	2.9	20	-4	-3	-3	-4	0
CCOC(=O)c1nn(-c2ccc(Cl)cc2)c2nc(CC)c(C#N)c(=O)n12	-1	-5	0.0	2	6	-3	0	5	-2
Cc1cc(C)nc(NS(=O)(=O)c2ccc(N/C=C3\CCCC3=O)cc2)n1	-1	1	-1.0	2	2	3	3	-9	0
CCCc1[nH]nc2c1C(c1ccccc1OCC)C(C#N)=C(N)O2 (stereo not given)	7	9	0.1	-1	1	2	8	1	10
O=C(NCc1n[nH]c(=S)n1Cc1ccccc1)c1ccccc1	4	-7	0.1	1	-1	-2	-10	1	5
CN(CC(=O)Nc1cccc(F)c1)C(=O)c1cccc(-n2cccc2)c1	2	29	0.4	5	-3	13	4	-2	2
CC1CCN(CCCn2c(SCC(=O)NC3CCCC3)nc3ccccc3c2=O)CC1	-2	-4	3.1	-1	-5	9	3	-3	8
CCOC(=O)c1c(C)c(C(=O)Nc2ccc3c(c2)OCCO3)c(C)n1CC	0	6	-2.8	5	3	2	2	-2	2
CC(C)(C)C1CCC(C(=O)NCCc2ccc(S(N)(=O)=O)cc2)CC1 (stereo not given)	10	-3	0.1	-3	3	5	-1	2	7
CC(C)c1ccc(Nc2ncccc2C(=O)O)cc1	2	-2	0.0	10	-1	5	2	-3	3
CC(C)[C@@H](CO)NC(=O)c1ccc2c3n(nc2c1)-c1ccc(Cl)cc1CO3	2	2	1.2	-7	3	1	1	-2	0
CCCn1c(=O)c(C(=O)N/N=C/c2ccc(F)cc2)c(O)c2ccccc21	9	2	3.5	5	-1	-5	1	-1	9
COc1cccc(Nc2nc(C)cc(C)c2C(N)=O)c1	-5	3	0.6	11	-4	2	1	-3	6
COc1ccc(S(N)(=O)=O)cc1C(=O)OCCCC(=O)c1ccccc1	-1	3	x	1	-3	2	-1	x	-3
O=C(CSc1ccc2c(c1)OCCO2)NC(=O)NC1CCCC1	-3	-4	0.1	4	2	5	-1	1	-44
COc1ccc(S(=O)(=O)N2CCCCCC2)cc1C(=O)N(C)Cc1ccc(F)cc1	5	-5	-1.5	0	8	-3	-7	-2	6
O=C(C1CC1)N1N=C(c2cccc(Br)c2)CC1(O)C(F)(F)F (stereo not given)	9	5	-2.5	26	-2	2	5	1	-5
CC(C)Cn1c(O)c2ccc(C(=O)N=NC(=O)c3cccnc3)cc2c1O	4	0	-0.5	-2	-1	0	4	5	7
O=C(/C=C/c1cccc([N+](=O)[O-])c1)NCc1ccc2c(c1)OCO2	6	5	3.2	1	1	-1	2	1	4
NC(=S)Nc1cc(Cl)ccc1Cl	0	5	1.4	-1	0	2	10	0	x
Cc1cc(C)n2nc(SCC(=O)N(C(C)C)C(C)C)nc2n1	3	7	1.8	3	0	3	8	-4	4
CCOc1ccc(-n2c(-c3ccccc3)c[n+]3c2CCCCC3)cc1	3	6	0.5	-1	-6	-6	0	-1	4
COC(=O)C1=C(C(=O)OC)[C@@H]2N(C)c3ccc(OC)cc3[C@@]23C[C@@H](C(=O)OC)N(C(=O)NCCBr)C3=N1	4	7	0.5	-2	5	-1	4	1	x
O=C(NC1CCCCC1)C(c1ccco1)N(C(=O)c1csnn1)c1ccc(Cl)cc1 (stereo not given)	7	12	-2.1	-1	-5	2	6	-2	-1
COc1ccc(OC)c(/C=C2\SC(=S)N(NS(=O)(=O)c3ccccc3)C2=O)c1	-1	-2	-1.8	1	-8	14	1	-1	5
CN(c1ccc(C(=O)Nc2ccc(Cl)cn2)cc1)S(=O)(=O)c1ccccc1	-1	5	1.1	1	0	4	3	-7	2
CC(NC(=S)Nc1cccc(C(F)(F)F)c1)C(C)(C)C (stereo not given)	3	5	-0.6	23	-4	-5	5	-9	-1
O=C(NC(=S)Nc1ccc(NC(=O)c2cccs2)cc1)c1cc2ccccc2o1	9	-4	0.5	2	-6	-1	-1	-18	-6
CC(NC(=O)c1ccco1)C(=O)N1CCc2ccccc2C1 (stereo not given)	-2	3	-0.3	0	2	0	2	2	-1
COc1ccc(S(=O)(=O)N2CCN(c3ccc4nnc(-c5ccccc5)n4n3)CC2)cc1	2	3	0.0	8	0	-9	6	-3	5
CCC(C(=O)NCC1CCCO1)N(Cc1ccc(F)cc1)C(=O)CNS(=O)(=O)c1ccccc1 (stereo not given)	-7	-11	-1.8	-1	-6	6	1	-1	10
Cc1ccccc1N1CCN(C(=O)c2ccccc2NC(=O)c2ccccc2C(=O)O)CC1	-16	-7	2.1	2	1	2	-2	-2	6
S=c1[nH]nc(COc2ccccc2)n1/N=C/c1cccc(Br)c1	1	-21	-1.2	16	6	2	-26	3	23
CCOc1ccc(CCNC(=O)c2ccc(Cl)c(S(=O)(=O)N3CCOCC3)c2)cc1OCC	2	-1	-1.9	1	1	10	2	0	0
COc1cccc(OC)c1C(=O)Nc1cccc(C(=O)Nc2cccc(C(=O)O)c2)c1	0	4	1.0	-1	-1	0	8	-1	8
COc1ccccc1CNC(=O)COC(=O)c1nccnc1N	0	13	-0.8	-1	1	4	9	1	4
O=S(=O)(CCOc1ccccc1)N1CCOCC1	3	-4	2.3	-2	-7	-4	-4	0	-4
CCOc1ccc(/C=C2\SC(=S)N(NC(=O)c3ccncc3)C2=O)cc1OC	-32	-32	11	-1	-19	1	-12	-5	x
O=C(CSc1nnc(-c2ccccc2)o1)N1CCCC1	-1	4	1.5	5	-6	2	8	2	5
(cont.)
SMILES	GLD-1 TGE inh	MCL1 BIM primary	MEX-5 binding	AHR act	PME-1 primary	pPAFAH FP inh	Bcl-xL primary	Fam108B counter	PAFAH1B2 FP inh
COc1ccc(C(=O)Nc2ccc3oc(-c4cccnc4)nc3c2)cc1OC	2	4	-1.2	-4	-7	-5	5	7	5
CC(C)(Oc1ccc(Cl)cc1)C(=O)Nc1c2c(nn1C(C)(C)C)CS(=O)(=O)C2	7	2	2.6	-1	-2	1	0	0	9
Cc1cc(C)c(C#N)c(SCS(=O)Cc2ccc(Cl)cc2)n1 (stereo not given)	-6	2	1.0	2	5	2	5	0	8
O=C(OCC(=O)N1CCCC1)c1cncc(Br)c1	10	2	-0.4	-1	1	-1	0	3	5

Assay outcomes deposited in PubChem BioAssay by several laboratories.
